Screening results (PubChem BioAssay)
MCF10A rerep: A quantitative high throughput screen for small molecules that induce DNA re-replication in MCF 10a normal breast cells; MCF 10A DNA re-replication, Hoechst nuclear intensity, 48 h; Potency, µM (top dose mostly 46.1 µM), inactives show at the top dose activity, positive = re-replication, usual class: activators; 350,000 compounds, 2.9% hits; AID 624296, 2012; also: potency is read from the fitted curve at half-maximal effect; % of control where 0% means no effect; nearly all actives have a fitted effect of over 50% in size
Nrf2 ARE act: qHTS of Nrf2 Activators; Potency, µM (titrated, usually from 46.1 µM), for inactives: top-dose activation, most hits filed as activators; 410,000 compounds, 0.31% hits; AREc32 ARE-luciferase reporter (MCF7-derived line), luminescence, 24 h; also: potency is read from the fitted curve at half-maximal effect; % of control where 0% means no effect; nearly all actives have a fitted effect of over 65% in size
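Nrf2 activation is followed as ARE-luciferase induction in the AREc32 line after one day of compound treatment; luminescence is read with Steady-Glo.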
HepG2 tox: qHTS for Inhibitors of TGF-b: Cytotox Counterscreen | HepG2 CAGA-GFP viability, ATP luminescence, 18 h | Potency, µM (highest dose often 46.1 µM), inactives show top-dose activity change, negative = cytotoxicity, actives largely listed as cytotoxic | 410,000 compounds, 0.76% hits | AID 588856, 2011; also: potency is read from the fitted curve at half-maximal effect; some results filed as inactive show a strong effect at the top dose
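HepG2 CAGA-GFP cells (1000/well, DMEM with 1% FBS) received compound, then TGF-beta at 500 pg/mL final, and were incubated 18 hours at 37 degrees C. Viability was read by CellTiter-Glo luminescence. Media-only wells were set as complete cell-killing and DMSO as no toxicity.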
Nrf2 inh: Nrf2 qHTS screen for inhibitors; Potency, µM (top dose mostly 46 µM), for the others: top-dose activity change, negative = inhibition, actives largely listed as inhibitors; 360,000 compounds, 2.1% hits; A549 ARE-Fluc reporter, luciferase luminescence, 18-24 h; also: potency is read from the fitted curve at half-maximal effect; % is scaled to controls: 0 for no effect and ±100 for the full control effect; nearly all actives have a fitted effect of over 60% in size
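Reporter: ARE-Fluc in A549. Exposure: 18-24 h, 37 °C, 5% CO2, 5% FBS OPTI-MEM. Readouts: fluorescent cytotoxicity (CellTiter-Fluor), then luminescent Nrf2 signal after BugLite.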
ATXN2 expr inh: Primary qHTS for Inhibitors of ATXN expression | HEK-293 ATXN2-luciferase reporter, luminescence, 24 h | Potency, µM (top dose mostly 57 µM), without a hit: at the highest dose activity change, negative = inhibition, usual class: inhibitors | 360,000 compounds, 0.72% hits | AID 1745845, 2022; also: potency is read from the fitted curve at half-maximal effect; % is scaled to controls: 0 for no effect and ±100 for the full control effect; nearly all actives have a fitted effect of over 55% in size
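qHTS (up to 57 uM final) was run with 24 h compound exposure of reporter cells at 37 °C. Each well was multiplexed: SteadyGlo luminescence measured ATXN2-luciferase expression after a fluorogenic Gly-Phe-AFC viability readout (25 uM final).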
IL-1B inflam inh: qHTS for Inhibitors of Inflammasome Signaling: IL-1-beta AlphaLISA Primary Screen. THP-1 LPS/ATP IL-1B secretion, AlphaLISA, 16 h; hits give low values. activity change, % at 57.5 µM. 360,000 compounds, 4.7% hits. AID 743279, 2014; in the data active = activity change below about -50%; inconclusive = mostly about -30% to -49%; also: % is scaled to controls: 0 for no effect and ±100 for the full control effect
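THP-1 cells pretreated 1 hr with compounds (up to 57.5 uM final), then stimulated with LPS (250 ng/mL final) plus ATP (1.25 mM final); secreted IL-1B measured by AlphaLISA after 16 hr, decreased signal indicating inhibition.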
TGFb inhibitor: qHTS for Inhibitors of TGF-b; HepG2 CAGA-GFP TGF-b/SMAD3 reporter, GFP fluorescence, 18 h; TGF-beta stimulated, 500 pg/mL final; Potency, µM (titrated, usually from 46.1 µM), inactives show at the top dose activity, negative = inhibition, usual class: inhibitors; 410,000 compounds, 1.2% hits; AID 588855, 2011; also: potency is read from the fitted curve at half-maximal effect; % is scaled to controls: 0 for no effect and ±100 for the full control effect; nearly all actives have a fitted effect of over 65% in size
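Smad-responsive CAGA-GFP expression was quantified in HEPG2 cells exposed to compounds and 500 pg/mL final TGF-beta for 18 h at 37 degrees C; unstimulated wells defined full inhibition.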
ATXN viability: Viability Counterscreen for Primary qHTS for Inhibitors of ATXN expression; S2 cells (HEK-293 line with an ATXN2-luciferase reporter) viability, CellTiter-Fluor protease fluorescence, 24 h; Potency, µM (series often up to 56.7 µM), usual class: cytotoxic; 400,000 compounds, 0.49% hits; AID 651635, 2014; also: potency is read from the fitted curve at half-maximal effect; nearly all actives have a fitted effect of over 40% in size
A549 viability: Nrf2 qHTS screen for inhibitors: counterscreen for cytotoxicity; 390,000 compounds, 0.16% hits; A549 ARE-Fluc cells, CellTiter-Fluor viability, 18-24 h; Potency, µM (series often up to 46 µM), without a hit: top-dose activity change, negative = cytotoxicity, usual class: inhibitors; also: potency is read from the fitted curve at half-maximal effect; % is scaled to controls: 0 for no effect and ±100 for the full control effect
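A549 ARE-Fluc cells in 5% FBS OPTI-MEM, 5000 cells/well, rested 2 h then exposed to compounds in concentration-response for 18-24 h at 37 °C. Viability by CellTiter-Fluor fluorescence (Ex 405/Em 525) after 30 min; luciferase luminescence (BugLite, 15 min, RT) read afterwards.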
The depositor's hits bear a star; i = inactive; ? = inconclusive; nt = no result given; [ ] = dose if it differs, or a comment. Unless noted, calls follow the shape of the dose curve; as a rule, active = well fitted curve in the direction sought with a large enough effect; inconclusive = small, poorly fitted or top-dose-only effect, or another doubt; inactive = no such curve, though single readings can be large; an effect the other way counts as inactive or inconclusive.

SMILES	MCF10A rerep	Nrf2 ARE act	HepG2 tox	Nrf2 inh	ATXN2 expr inh	IL-1B inflam inh	TGFb inhibitor	ATXN viability	A549 viability
COc1ccccc1Nc1sc(C(=O)c2ccc3c(c2)OCO3)c(N)c1S(=O)(=O)c1ccccc1	nt	-0.2%	-4.8%	nt	-12.1%	nt	1.1%	i	-13.0%
COc1ccc(C(=O)NCc2nnc(SCC(=O)Nc3nc4ccccc4s3)o2)cc1OC	2.8%	2.7%[9.22 µM]	2.3%	18.7%	10.2%	10.2	?	i	-2.4%
CC(C)CNS(=O)(=O)c1ccc(CCC(=O)NCc2ccco2)cc1	-5.4%	3.1%	-4.7%	-0.9%	-0.4%	2.1	-2.3%	i	-2.4%
Cc1ccc(S(=O)(=O)N2CCN(C(=O)COC(=O)COc3cccc4c3OC(C)(C)C4)CC2)cc1	1.2%	2.9%	2.0%	23.6%	-14.9%	10.8	-25.3%	i	3.8%
CN(C)c1ccnc(Oc2ccccc2)c1C#N	1.0%	3.1%	2.6%	3.7%	24.7%	0.0	-2.1%	i	0.0%[1.84 µM]
COC(=O)Cc1c(C)c2ccc3c(c2oc1=O)CN(Cc1ccc(Cl)cc1)CO3	nt	3.3%	-30.6%	3.9%	-22.1%	nt	8.7%	nt	10.0%
Cc1ccc(Cn2c(C(C)Nc3nc(-c4ccc(Cl)cc4)cs3)nc3cc(C(=O)NCCCO)ccc32)cc1 (stereo not given)	?	3.9%	-5.0%	?	-32.3%	30.2	?	?	-4.5%
COc1ccccc1/C=N/NC(=O)c1cccc(NC(=O)c2ccccc2Cl)c1	1.8%	3.6%	-18.9%	-0.4%	-27.8%	-8.7	-0.5%	i	2.4%
CCCn1c(SCC(=O)N2CCCC2)nc2c1c(=O)n(C)c(=O)n2C	7.7%	-0.1%	-0.1%	0.6%	0.9%	0.0	0.7%	i	-2.6%
COc1ccc(Br)cc1CN1CCN(C(=O)c2cccc(F)c2)CC1	15.4%	0.1%	-5.6%	11.2%	-27.2%	-12.6	-22.6%	i	12.0%
O=C(CC1C(=O)NCCN1C(=S)Nc1ccccc1)Nc1ccc(F)cc1 (stereo not given)	-80.6%[inhibitor]	-0.1%	4.8%	2.2%	-3.0%	0.0	7.1%	i	0.5%
CC1(c2cccc(Br)c2)NC(=O)N(CC(=O)Nc2ccc(F)cc2)C1=O (stereo not given)	5.8%	-0.2%	-18.7%	21.4%	-6.9%	-21.7	-10.0%	i	1.4%
CCc1ccc(-c2cc(C)no2)cc1S(=O)(=O)NCCCN1CCN(c2ccccc2)CC1	?	0.6%	-21.4%	13µM*	?	-18.9	17.8µM*	?	-28.2%
N#Cc1cnc2ncnn2c1-c1ccccc1	4.0%	-0.3%	11.6%	-12.0%	nt	3.2	26.3%	i	0.0%
O=C(O)CSC1=NC(=Nc2cccc(Cl)c2)C2(CCCCC2)N1c1ccccc1	-7.3%	-1.0%	-32.1%	-5.8%	-1.3%	14.2	-12.1%	i	0.9%
Cc1ccc(CNc2nc3ccccc3s2)s1	1.7%	-1.4%	18.3%	nt	?	44.0	24.8%	i	8.5%
COc1ccc(NC(=O)c2cc(S(=O)(=O)N3CCOCC3)cn2C)c(OC)c1	4.7%	-0.8%	-11.9%	4.4%	-1.4%	7.2	-3.0%	i	-4.0%
CCn1nc(C(=O)NCC2COc3ccccc3O2)c2ccccc2c1=O (stereo not given)	?	7.9%	-30.0%	?	-22.1%	-20.1	-21.1%	i	-13.0%
CC(O)(c1ccccc1)c1nc(/C=C/c2ccccc2)cs1 (stereo not given)	nt	-0.3%	-27.0%	nt	0.5%	0.0	-19.4%	?	nt
CCN(CC)C(=O)Cn1cc(SCC(=O)Nc2cc(OC)ccc2OC)c2ccccc21	nt	3.1%	-6.1%	-0.4%	nt	nt	0.0%	nt	-0.9%
Cc1ccc(O)c(N/C=C/C(=O)c2ccc(F)cc2)c1	12.0%	?	-24.7%	0.8%	37.6%[activator]	-22.1	-22.2%	i	-1.3%
CCOC(=O)c1c(S(=O)(=O)N(C)Cc2ccco2)c(C)n(C)c1C	0.1%	-0.1%	-0.7%	-0.1%	2.9%	27.8	17.3%	i	1.1%
Cc1cc(C(=O)NC2CC(C)(C)Cc3c2cnn3-c2ccc(F)cc2)no1 (stereo not given)	5.8%	0.5%	-3.7%	3.0%	38.7%[activator]	-4.7	0.0%	i	-8.4%
Cn1cc(S(=O)(=O)CC(=O)Nc2ccc3c(c2)OCO3)c2ccccc21	2.1%	0.6%	-1.6%	3.0%	-14.0%	34.9	-2.3%	i	-3.3%
O=C(CN1CCCc2ccccc21)NCc1ccc2c(c1)OCO2	6.5%	2.7%	-8.7%	-20.6%	9.1%	8.7	-0.3%	i	-0.7%
CCOC(=O)[C@]12CCC=C1N(Cc1ccco1)C(=O)[C@H](CC(=O)NCCc1ccccc1OC)C2	nt	0.9%	nt	nt	5.7%	-8.3	nt	i	nt
CCOc1cccc2sc(N(CCCN(C)C)C(=O)c3ccc(S(=O)(=O)N(CC)Cc4ccccc4)cc3)nc12	?	-2.7%	-105.0%	?	?	-90.4*	?	?	?
Fc1ccc(F)c(C2=NNC(=NCC3CCCO3)SC2)c1 (stereo not given)	-25.1%[9.22 µM]	?	-4.8%	?	64.4%[activator]	43.2	-29.3%	?	-2.2%
CNC(=O)N(O)C1N(/N=C/c2ccccc2OC)C(=S)SC1(C)C (stereo not given)	-0.9%	2.6%	-19.8%	-12.2%	21.7%	22.0	-18.9%	i	0.8%
O=C(CN1C(=O)C2(SCC(=O)N2c2ccc(Cl)cc2)c2ccccc21)NCCc1ccccc1 (stereo not given)	nt	4.3%	0.4%	-13.4%	11.6%	nt	6.0%	i	-16.6%

Grouped by structure, those above with a cyano group.
SMILES	MCF10A rerep	Nrf2 ARE act	HepG2 tox	Nrf2 inh	ATXN2 expr inh	IL-1B inflam inh	TGFb inhibitor	ATXN viability	A549 viability
CN(C)c1ccnc(Oc2ccccc2)c1C#N	1.0%	3.1%	2.6%	3.7%	24.7%	0.0	-2.1%	i	0.0%[1.84 µM]
N#Cc1cnc2ncnn2c1-c1ccccc1	4.0%	-0.3%	11.6%	-12.0%	nt	3.2	26.3%	i	0.0%

Next part.
SMILES	MCF10A rerep	Nrf2 ARE act	HepG2 tox	Nrf2 inh	ATXN2 expr inh	IL-1B inflam inh	TGFb inhibitor	ATXN viability	A549 viability
O=C1N/C(=C\c2ccccc2)C(O)=C1C=NCc1ccccc1	?	3.3%	-16.5%	-3.2%	22.5%	-3.3	-11.5%	i	-1.4%
COC(=O)Oc1ccc(/C=N/NC(=O)CSCc2ccc(Cl)cc2)cc1OC	?	8.2%	-22.6%	-1.6%	nt	20.6	-3.0%	i	-10.7%
CCOC(=O)[C@]12CCCC=C1N(Cc1cccc3ccccc13)C(=O)[C@H](CC(=O)NCc1ccccc1)C2	nt	3.5%	nt	nt	?	-26.9	nt	?	nt
CCCCC(CC)C(=O)Nc1ncc([N+](=O)[O-])s1 (stereo not given)	?	10.9%	1.9%	9.2µM*	?	-79.1*	11.2µM*	?	18.4µM*
COc1ccc(OC)c(CN(CCCN2CCOCC2)C(=O)Nc2ccccc2)c1	9.4%	-0.4%	2.1%	-4.7%	13.6%	-5.5	14.8%	i	19.6%
O=C(Cc1ccccc1)NN=C1CCCC1	-4.4%	-0.1%	-0.8%	0.3%	-4.3%	2.7	-10.2%	i	2.9%
Cc1ccsc1C(=O)N1CCCCCC1(C)C(=O)NCC(C)C (stereo not given)	nt	0.1%	2.0%	nt	-5.5%	22.8	19.9%	i	nt
c1cncc(-c2noc(-c3ccco3)n2)c1	-15.2%	28.2%	14.4%	?	28.7%	-5.8	0.0%	i	-0.6%
COc1cc(Cn2c3ccc(NC(=O)CC(C)C(F)(F)F)cc3c(=O)n2C)ccc1F (stereo not given)	nt	-1.1%[9.22 µM]	2.6%	nt	2.9%	-14.2	-2.4%	i	nt
CCCCOC(=O)C1=C(C)Nc2nnnn2C1c1ccccc1Cl (stereo not given)	-0.5%	0.0%	-7.3%	?	4.2%	7.6	-13.9%	i	-9.8%
COc1ccc(CNC(=O)C(=O)NCC(c2cccs2)S(=O)(=O)c2ccc(C)cc2)cc1 (stereo not given)	nt	3.1%	-16.6%	nt	3.7%	nt	-25.7%	i	-5.9%
C=CCn1c(=O)c(C(=O)Nc2ccccc2O)c(O)c2ccccc21	19.8%	9.0%	-35.4%	3.4%	5.4%	23.6	?	i	-2.2%
CC[n+]1c(/C=C/C=C/N(C(C)=O)c2ccccc2)sc2ccccc21	-5.7%	8.7%	-14.9%	?	?	0.0	170.1%[activator]	nt	?
O=C(COc1ccccc1[N+](=O)[O-])OCC(=O)N1CCC(Cc2ccccc2)CC1	13.5%	-0.8%	3.7%	-4.5%	-2.3%	19.2	0.0%	i	-3.0%
CCn1c(C)c(/C=N/Nc2nc3ccccc3s2)c2ccccc21	10.7%	9.9%	-51.5%	nt	24.3%	?	-2.6%	i	-3.2%
Cc1ccc(S(=O)(=O)N2CCCCC2)cc1C(=O)Nc1ccc(N2CCOCC2)cc1	-0.1%	2.7%	-38.3%	-34.3%	7.2%	5.8	10.1%	i	0.1%
Cc1ccc(NC(=O)CN(C)CC(=O)Nc2ccc(F)c(F)c2F)c(Cl)c1	0.1%	-0.4%	-2.3%	-2.2%	-12.9%	-19.5	-22.5%	i	0.2%
O=C(c1ccc(S(=O)(=O)N2CCOCC2)cc1)N1CCN(c2ccccc2)CC1	-3.0%	-0.2%	-7.3%	0.4%	3.2%	-2.4	23.5%	i	9.1%
c1nc2sc3c(c2c2nnnn12)CCCC3	8.0%	-0.9%	-1.7%	?	-0.9%	17.7	-14.6%	i	-3.1%
CC(C)C[C@@H]1COc2cccc(N(C)CCO)c2S(=O)(=O)N1	nt	0.1%	nt	nt	11.3%	22.4	nt	i	nt
